PPARg SRC1 recr = PPARgamma agonists recruiting SRC-1 coactivator, primary screen, biochemical; Peroxisome proliferator-activated receptor gamma (Homo sapiens), P37231; activation, % at 8 µM; PPARgamma-SRC-1 coactivator recruitment biochemical assay; 200,000 tested, 0.41% active; in the data active means activation above about 19%;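 further: 0% = DMSO and 100% = reference agonist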
TR-FRET SRC-2 ct = TR-FRET signal artefacts, primary screen, artefact control for PPARgamma SRC-2 agonist project, biochemical; TR-FRET artefact counter-screen; active compounds read high; TR-FRET ratio at 8 µM; 200,000 tested, 0.4% active; AID 1049, 2008; in the data active means TR-FRET ratio above about 2000; further: inactives centre near 1500
S1P3 antag = S1P3 receptor antagonists, primary screen, cell-based; Sphingosine 1-phosphate receptor 3 (Homo sapiens), Q99500; CHO S1P3 NFAT-BLA reporter, FRET fluorescence, antagonist mode; inhibition, % at 4.98 µM; 170,000 tested, 0.27% active;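 active means inhibition above the plate cutoff, the mean inhibition of test wells on that plate plus 3 SD, cut at about 28% in these data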;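 further: cells challenged with S1P at its EC80 of 0.8 µM; blue over green emission ratio from cleaved BLA substrate after 4 h stimulation; 0% = S1P-stimulated wells and 100% = unstimulated DMSO-only wells; some compounds past the cut are filed as inactive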
Target sequence (Q99500 whole entry, looked up): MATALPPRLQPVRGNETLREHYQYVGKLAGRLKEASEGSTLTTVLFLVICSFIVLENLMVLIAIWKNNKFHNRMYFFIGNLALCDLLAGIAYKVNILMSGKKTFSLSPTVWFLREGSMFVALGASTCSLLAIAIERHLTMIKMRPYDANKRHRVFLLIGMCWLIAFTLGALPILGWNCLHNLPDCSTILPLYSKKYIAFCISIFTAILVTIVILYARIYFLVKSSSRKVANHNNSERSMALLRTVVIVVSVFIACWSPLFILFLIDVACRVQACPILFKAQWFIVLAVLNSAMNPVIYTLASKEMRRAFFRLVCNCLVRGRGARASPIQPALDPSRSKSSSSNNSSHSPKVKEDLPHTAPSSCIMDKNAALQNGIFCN
Lmaj promast = Leishmania major promastigote growth inhibition, primary screen. Leishmania major promastigotes, resazurin fluorescence viability. inhibition, % at 10 µM. 200,000 tested, 9% active. AID 1063, 2008; in the data active means inhibition above about 50%;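 further: promastigotes grown with compound for 44 hours at 28 °C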
bIAP act = bovine intestinal alkaline phosphatase activators, primary screen, biochemical, bovine IAP, CDP-star luminescence | alkaline phosphatase, intestinal [Bos taurus] | purified bovine IAP, 30 min; active compounds read high; fold of DMSO-control signal, blank-subtracted | activation factor at 20 µM | 200,000 tested, 0.17% active;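 active means activation factor of 2 or more at 20 µM, a signal rise over negative controls twice the positive control's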
PPARg SRC3 recr = PPARgamma agonists recruiting SRC-3 coactivator, primary screen, biochemical; biochemical PPARgamma/SRC-3 coactivator recruitment assay; activation, % at 8 µM; 200,000 tested, 0.26% active; Peroxisome proliferator-activated receptor gamma (Homo sapiens), P37231; AID 731, 2007; in the data active means activation above about 23%;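 further: 0% = DMSO and 100% = reference agonist; some compounds past the cut are filed as inactive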
DTT redox prof = compounds producing H2O2 with reducing agent – biochemical, NIH compound library profiling, artefact control for MLSCN library redox annotation, primary screen; DTT-dependent redox cycling H2O2, phenol red/HRP absorbance; 100% = 100 µM peroxide control, 0% = buffer; activation, % at 10 µM; 200,000 tested, 0.03% active; AID 878, 2007;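 active means activation of at least 50% relative to the plate's high and low controls in the primary single-dose screen; inactive means activation below 50%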;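 further: compound incubated with DTT at 0.8 mM final as the reducing agent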
bIAP inhibitor = bovine intestinal alkaline phosphatase inhibitors, primary screen, selectivity assay for TNAP inhibitor project, biochemical, bovine IAP, CDP-star luminescence; purified bovine IAP, 30 min; 190,000 tested, under 10 active; alkaline phosphatase, intestinal [Bos taurus]; inhibition, % at 20 µM;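 active means over 50% inhibition of intestinal alkaline phosphatase at 20 µM in the single-dose screen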
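Assay system – bovine IAP enzyme · Quantity – bovine IAP at 1/65,000,000 final dilution · Detection – CDP-star luminescence signal · Times – 30 min reaction at room temperature · Also added – CDP-star substrate at 30 µM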
PPARg SRC2 recr = agonists of PPARg-SRC-2 recruitment, primary screen, biochemical, HTS. Peroxisome proliferator-activated receptor gamma (Homo sapiens), P37231. PPARgamma LBD-SRC-2 recruitment. activation, % at 8 µM. 200,000 tested, 0.34% active. AID 1032, 2008; in the data active means activation above about 22%;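 further: 0% = vehicle and 100% = reference agonist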
ROMK primary = ROMK potassium channel modulators, primary screen, cell-based, thallium flux, MLSMR library. ATP-sensitive inward rectifier potassium channel 1 (Homo sapiens), P48048. Tet-inducible ROMK, thallium flux fluorescence; actives lie on both sides. B-score at 10 µM. 130,000 tested, 2% active;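 active means signal ratio slope over the read window, or its plate-corrected B-score, at least 3 SD from the plate mean, either direction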;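 further: B-score of the F/F0 ratio slope over 7 to 12 s after thallium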
Target sequence (P48048 whole entry, looked up): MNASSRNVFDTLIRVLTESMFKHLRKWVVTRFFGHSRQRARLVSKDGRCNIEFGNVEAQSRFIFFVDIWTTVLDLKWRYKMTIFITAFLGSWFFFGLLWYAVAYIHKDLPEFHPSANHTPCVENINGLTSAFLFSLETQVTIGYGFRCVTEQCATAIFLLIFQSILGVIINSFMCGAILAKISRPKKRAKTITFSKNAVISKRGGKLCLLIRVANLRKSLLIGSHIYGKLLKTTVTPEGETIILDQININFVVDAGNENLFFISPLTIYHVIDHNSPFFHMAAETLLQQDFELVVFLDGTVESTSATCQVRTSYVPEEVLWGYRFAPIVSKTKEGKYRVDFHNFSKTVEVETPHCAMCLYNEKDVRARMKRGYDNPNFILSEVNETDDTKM
TLR4 MyD88 comp = inhibitors of TLR4-MyD88 association in cells, primary screen, cell-based, HeLa CL3-4, BLA complementation, FRET ratio; AID 861, 2007; 200,000 tested, 0.18% active; Toll-like receptor 4 (Homo sapiens) + Myeloid differentiation primary response protein …; HeLa CL3-4 TLR4/MyD88 BLA complementation; inhibition, % at 8.4 µM; in the data active means inhibition above about 25%;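 further: 0% = vehicle and 100% = reference inhibitor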
* hit, by the source's call; . = not tested or not shown.

no.	Molecule	PPARg SRC1 recr	TR-FRET SRC-2 ct	S1P3 antag	Lmaj promast	bIAP act	PPARg SRC3 recr	DTT redox prof	bIAP inhibitor	PPARg SRC2 recr	ROMK primary	TLR4 MyD88 comp
1	N#Cc1c(-c2cccs2)cc(C2CC2)nc1SCC(N)=O	-4	1476	.	-4	0.7	8	-0.5	28	11	1.5	14
2	COc1ccc(/C=N/N2CCN(c3ccncc3S(=O)(=O)N3CCCCC3)CC2)cc1	12	1594	.	36	1	8	0.0	3	6	.	4
3	CSc1ccc(C#N)cc1NC(=O)c1ccc(Cl)nc1	10	1672	-1	-11	1	4	-1.2	-3	10	-0.057	10
4	CC(C)NCCCOc1ccc(C(C)(C)c2ccccc2)cc1	2	1789	.	99*	0.7	-5	-0.1	29	7	0.28	-1
5	Cc1c(Cl)c([N+](=O)[O-])nn1CCCC(=O)Nc1cc(Oc2ccccc2)cc([N+](=O)[O-])c1	-4	1523	14	9	1.1	2	0.9	-13	0	.	5
6	COCCn1nnnc1C(c1ccc(C(F)(F)F)cc1)N1CCOCC1 (stereo not given)	-9	1433	.	-1	1	0	1.4	3	-9	.	3
7	Clc1cccc(Cl)c1/C=N\Nc1nccs1	-5	1360	.	2	1.1	-3	2.8	-10	-6	.	8
8	NC(=O)CN1C(=O)C2CCCCN2C(=O)c2ccccc21 (stereo not given)	-7	1477	-3	10	0.9	-9	1.7	5	-5	1.8	3
9	CCOc1cccc2cc(C(N)=O)c(=NCc3ccccc3)oc12	0	1750	.	0	1	12	3.1	0	7	.	1
10	O=C(/C=C/c1ccc(Cl)cc1)Nc1nccs1	1	1796	14	9	1.2	3	-1.4	-22	9	0.98	4
11	Cc1ccc(C(=O)NCc2ccc(Cl)cc2)o1	1	1309	-5	-2	0.9	1	0.5	6	1	.	1
12	CCC(=S)/C=C1\Sc2ccc3ccccc3c2N1CCCS(=O)(=O)O	7	1534	.	-10	1.1	6	-4.2	-8	2	0.36	6
13	O=C(Nc1c(C(=O)N2CCOCC2)cnn1-c1ccccc1)c1ccco1	4	1671	2	-6	1	-3	-0.8	5	0	.	3
14	COc1ccc(-c2csc(NC(=O)c3ccco3)n2)cc1	-2	1408	.	-6	1.2	16	0.7	-25	7	-0.97	-5
15	O=C(CCNC(=O)Cn1ccc2ccccc2c1=O)NCCN1CCN(c2ccccc2F)CC1	5	1404	-38	-5	.	-11	-3.8	.	3	.	-12
16	Cc1c(Nc2cc(N3CCCCCC3)c3nonc3c2[N+](=O)[O-])c(=O)n(-c2ccccc2)n1C	-5	1525	.	12	1	5	0.0	5	1	-0.7	3
17	Cc1ccc(S(=O)(=O)NN2C(=O)/C(=C/c3ccccn3)SC2=S)cc1	2	1458	-18	-7	0.9	3	-0.4	8	15	1	-8
18	O=C(COC(=O)c1ccccc1C(=O)c1ccccc1)NCc1ccc(F)cc1	4	1455	-8	5	1.1	1	-0.9	-5	0	-1.4	-13
19	CCCC[n+]1ccc(-c2nc3ccc([N+](=O)[O-])cc3[nH]2)cc1	-9	1420	1	3	0.9	-7	0.0	9	4	0.8	-10
20	O=C(NCc1cccs1)c1cccnc1C(=O)O	3	1606	-22	-3	1	6	-2.4	1	-7	0.25	10
21	CC(=O)c1ccc(OCC(C)C)c(Cc2c(O)nc(N)[nH]c2=O)c1	1	1577	-2	30	1	0	0.4	1	-13	0.77	6
22	O=C(N/N=C/c1ccc(O)cc1O)c1ccc(CN2C(=O)c3cccc4cccc2c34)cc1	11	1432	16	100*	1	4	0.2	-5	8	-0.37	1
23	CCC(=O)N1N=C(c2ccc(NS(C)(=O)=O)cc2)CC1c1ccc(N(C)C)cc1 (stereo not given)	-6	1426	10	0	1	-1	-0.1	-5	-3	0.83	1
24	O=C(COc1ccc2c(c1)OCO2)NC12CC3CC(CC(C3)C1)C2	6	1589	-3	48	0.9	12	1.3	13	-2	.	-2
25	COC(=O)NCCOC(=O)N(O)c1ccc(Br)cc1	1	1689	-11	-4	0.9	0	-1.6	6	-1	.	-2
26	COc1ccccc1N1CCN(c2cc(=O)n(-c3ccc(Cl)cc3)c(=O)[nH]2)CC1	13	1854	-1	-2	0.9	8	-2.7	11	-1	.	-3
27	Cc1ccc(/C=C/C(=O)N2CCN(c3ncccn3)CC2)o1	5	1563	-30	2	0.8	4	-0.7	19	6	-0.66	6
28	CCOc1cc(/C=N/n2cnnc2)c(Br)cc1O	6	1537	9	-3	0.9	3	2.8	6	5	-0.27	9
29	Cc1nc2ccc(NC(=O)N3CCCCC3)cc2s1	-2	1619	-34	-6	0.8	-2	0.9	15	6	.	13
30	O=C(c1ccc(COc2ccc(F)cc2)o1)n1cc(Br)cn1	1	1512	.	-2	1	-1	0.9	3	-7	0.04	17
31	CC(C)NCc1cccc([N+](=O)[O-])c1	0	1304	-5	0	1	-1	0.3	-3	0	.	-13
32	O=C(Nc1ccccc1)c1ccc2nc(-c3ccco3)c(-c3ccco3)nc2c1	5	1373	-40	11	1	-12	2.4	2	-5	-0.27	2
33	CN(C)S(=O)(=O)c1ccc(NC(=O)CSc2n[nH]c(=O)n2C2CC2)cc1	4	1597	-6	1	1.1	-2	-0.9	-6	11	0.44	-2
34	CN1C(=O)C(C(=O)Nc2ccccc2F)c2ccccc21 (stereo not given)	10	1435	1	16	1	-1	-0.3	1	-2	0.14	-2
35	Cc1ccc(-c2nn(CCC#N)cc2C=C(C#N)C#N)cc1	3	1530	.	-4	0.9	-4	2.0	10	5	.	8
36	CCOC(=O)C1CCCN(c2c(NCCCN(CC)c3cccc(C)c3)c(=O)c2=O)C1 (stereo not given)	6	1578	-20	8	1	22	0.5	0	12	.	9
37	COc1ccc(-c2nc(CS(=O)CC(=O)NCc3ccccn3)c(C)o2)cc1 (stereo not given)	-4	1502	-25	-7	0.9	0	-0.2	7	10	.	2
38	CCOC(=O)CSc1nc2ccccc2c(=O)n1-c1ccc(C(=O)NCCOC)cc1	-4	1500	.	-8	1	0	1.8	-3	3	.	-4
39	O=C(OCC(O)CN1CCCCC1)C12CC3CC(CC(C3)C1)C2 (stereo not given)	6	1395	-8	91*	1.1	5	0.1	-7	-15	-0.95	10
40	CCOC(=O)C1CCN(C(=O)CSc2c3c(nc4ccccc24)CCC3)CC1	17	1921	-25	16	1	9	0.0	4	23*	0.19	-2
41	Cc1cccc(C(=O)N2CCCCCC2)c1[N+](=O)[O-]	-10	1324	-23	-1	0.9	0	1.4	7	-6	1.1	-3

In the list so far, these contain an aryl thioether with sulfur outside any ring.
no.	Molecule	PPARg SRC1 recr	TR-FRET SRC-2 ct	S1P3 antag	Lmaj promast	bIAP act	PPARg SRC3 recr	DTT redox prof	bIAP inhibitor	PPARg SRC2 recr	ROMK primary	TLR4 MyD88 comp
1	N#Cc1c(-c2cccs2)cc(C2CC2)nc1SCC(N)=O	-4	1476	.	-4	0.7	8	-0.5	28	11	1.5	14
3	CSc1ccc(C#N)cc1NC(=O)c1ccc(Cl)nc1	10	1672	-1	-11	1	4	-1.2	-3	10	-0.057	10
33	CN(C)S(=O)(=O)c1ccc(NC(=O)CSc2n[nH]c(=O)n2C2CC2)cc1	4	1597	-6	1	1.1	-2	-0.9	-6	11	0.44	-2
38	CCOC(=O)CSc1nc2ccccc2c(=O)n1-c1ccc(C(=O)NCCOC)cc1	-4	1500	.	-8	1	0	1.8	-3	3	.	-4
40	CCOC(=O)C1CCN(C(=O)CSc2c3c(nc4ccccc24)CCC3)CC1	17	1921	-25	16	1	9	0.0	4	23*	0.19	-2

Bioassay records as filed in PubChem BioAssay.

Not a hit list. About 11% of those tested had a hit in this group.
